Rv3671c protease: inhibits the M. tuberculosis serine protease Rv3671c; inhibition, % at 5.96 µM; hit rate 0.048% among 320,000; P9WHR9; in the data active means inhibition above about 38%;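 further: extracellular domain of Rv3671c used as enzyme; 0% = enzyme with DMSO and 100% = no enzyme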
Target sequence (P9WHR9 whole entry, looked up, the tested form may be a part): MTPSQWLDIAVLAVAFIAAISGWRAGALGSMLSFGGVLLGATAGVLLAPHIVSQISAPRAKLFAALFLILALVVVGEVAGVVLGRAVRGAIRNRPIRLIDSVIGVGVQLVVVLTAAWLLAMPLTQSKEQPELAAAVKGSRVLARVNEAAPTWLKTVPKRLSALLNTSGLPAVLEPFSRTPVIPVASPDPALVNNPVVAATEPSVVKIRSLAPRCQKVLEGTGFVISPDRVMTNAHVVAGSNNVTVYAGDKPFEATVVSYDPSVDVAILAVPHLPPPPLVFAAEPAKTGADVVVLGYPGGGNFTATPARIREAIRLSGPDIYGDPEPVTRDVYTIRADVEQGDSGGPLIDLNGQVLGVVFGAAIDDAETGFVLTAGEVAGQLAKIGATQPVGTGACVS
Mtb FBA inh: inhibits M. tuberculosis FBA enzyme; P9WQA3; purified M. tuberculosis FBA, fluorescence read-out; inhibition, % at 1 µM; hit rate 2.3% among 360,000; AID 588726; in the data active means inhibition above about 27%;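 further: 0% = vehicle and 100% = reference inhibitor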
Target sequence (P9WQA3 whole entry, looked up): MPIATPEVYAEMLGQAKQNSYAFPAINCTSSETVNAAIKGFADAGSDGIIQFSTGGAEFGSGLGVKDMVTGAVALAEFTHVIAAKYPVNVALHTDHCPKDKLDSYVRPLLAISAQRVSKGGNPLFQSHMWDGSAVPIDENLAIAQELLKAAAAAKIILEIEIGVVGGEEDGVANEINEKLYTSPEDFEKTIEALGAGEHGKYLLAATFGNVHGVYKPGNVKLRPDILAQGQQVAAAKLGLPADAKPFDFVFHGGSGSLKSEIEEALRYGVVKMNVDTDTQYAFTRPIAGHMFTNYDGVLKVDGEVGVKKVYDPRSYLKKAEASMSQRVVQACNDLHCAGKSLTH
BoNT F protease: inhibitors of Botulinum neurotoxin F light chain protease | Multiplex microsphere protease cleavage assay, flow cytometry | inhibition, % at 10 µM | hit rate 0.22% among 360,000 | AID 588497; in the data active means inhibition above about 35%, passing the limit was not always enough; inconclusive means no clear call, values can overlap the other calls; further: plate controls were buffer without enzyme for full effect and enzyme alone for no effect
MazEF act: MazEF (E. coli) toxin RNase activation; FAM/BHQ RNA-DNA oligo cleavage fluorescence, 5 h; activation, % at 20 µM; hit rate 0.32% among 350,000; AID 504720; in the data active means activation above about 50%
Target sequence (P0AE70 whole entry, looked up): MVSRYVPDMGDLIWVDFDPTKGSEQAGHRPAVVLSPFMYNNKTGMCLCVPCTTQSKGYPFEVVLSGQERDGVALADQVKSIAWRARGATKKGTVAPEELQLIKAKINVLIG
GDH-TPI counter: GDH-TPI coupled enzyme inhibition counter-screen | GDH-TPI coupled enzyme counterscreen, NADH absorbance | inhibition, % at 4.8 µM | hit rate 1.2% among 360,000; in the data active means inhibition above about 30%;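 further: 0% = DMSO wells and 100% = wells lacking the enzyme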
UGM FP inh: Mtb UDP-galactopyranose mutase inhibition; P9WIQ1; purified UGM, fluorescence polarization probe displacement; inhibition, % at 10 µM; hit rate 0.06% among 320,000; in the data active means inhibition above about 10%, passing the limit was not always enough; inconclusive means no clear call, values can overlap the other calls
PrPC TRFRET: cell surface PrPC inhibition, primary TR-FRET screen. TR-FRET read-out. inhibition, % at 13.8 µM. hit rate 0.43% among 370,000. AID 720596; in the data active means inhibition above about 24%; further: 0% = median of the test wells and 100% = reference compound wells
FadD28 FP inh: M. tuberculosis FadD28 bisubstrate binding inhibition | FadD28 bisubstrate probe binding, fluorescence polarization | inhibition, % at 12.5 µM | hit rate 0.22% among 360,000; in the data active means inhibition above about 8.5%, passing the limit was not always enough; inconclusive means no clear call, values can overlap the other calls
Mtb BioA inh: blocks M. tuberculosis BioA enzyme activity | purified M. tuberculosis BioA enzyme, plate reader | hit rate 0.096% among 360,000 | inhibition, % at 9.99 µM; in the data active means inhibition above about 40%; inconclusive means no clear call, values can overlap the other calls
* marks the source's active call; other numbers are inactive results; ? = inconclusive; / = no result given; & = joins results of further samples. The order is random; 4.8% or so of the library scored in one or more.

The opening 3 entries, to show the layout:
SMILES	Rv3671c protease	Mtb FBA inh	BoNT F protease	MazEF act	GDH-TPI counter	UGM FP inh	PrPC TRFRET	FadD28 FP inh	Mtb BioA inh
COc1ccc2cc(C[C@@H]3CC[C@@H](CNC(N)=O)O3)ccc2c1	/	1.3	-0.6	6.1	-12.7	/	2.3	-2.1	-1.4
CCCC1=[N+](CC)CCn2c(C)ccc21	0.2	-1.2	-0.4	-0.6	30.6	-1.3	-9.7	-0.3	-2.8
COc1ccc(Cl)cc1NC(=O)CN(C)CC(=O)N(CC(C)C)c1c(N)n(CC(C)C)c(=O)[nH]c1=O	8.4	3.8	/	2.0	0.0	3.0	-2.9	-0.7	-1.7

Main list, from the first entry:
SMILES	Rv3671c protease	Mtb FBA inh	BoNT F protease	MazEF act	GDH-TPI counter	UGM FP inh	PrPC TRFRET	FadD28 FP inh	Mtb BioA inh
COc1ccc2cc(C[C@@H]3CC[C@@H](CNC(N)=O)O3)ccc2c1	/	1.3	-0.6	6.1	-12.7	/	2.3	-2.1	-1.4
CCCC1=[N+](CC)CCn2c(C)ccc21	0.2	-1.2	-0.4	-0.6	30.6	-1.3	-9.7	-0.3	-2.8
COc1ccc(Cl)cc1NC(=O)CN(C)CC(=O)N(CC(C)C)c1c(N)n(CC(C)C)c(=O)[nH]c1=O	8.4	3.8	/	2.0	0.0	3.0	-2.9	-0.7	-1.7
CC(C)[C@H](NC(=O)C1CC(=O)N(c2ccc3c(c2)OCCO3)C1)C(=O)NC1CCCC1 (stereo not given in full)	-11.1	95.7*	1.9	6.5	-3.0	2.2	0.1	-0.8	1.0
CCOC(=O)c1ccc(NC(=S)NCCc2ccccc2F)cc1	-20.2	-0.1	-3.9	0.2	0.0	-3.0	7.9	-2.5	6.0
COc1cccc(-n2c(=O)n(Cc3ccccc3)c(=O)c3[nH]cnc32)c1	4.0	-4.6	?	1.3	-1.9	4.7	4.6	-0.1	/
CCn1c(NCc2ccc(N(C)C)cc2)nc2ccccc21	2.3	-4.5	7.1	-3.0	7.0	1.8	-1.0	-0.7	-1.5
CC(=O)N/C(=C/c1ccc2c(c1)OCO2)C(=O)NC(Cc1ccccc1)C(=O)O (stereo not given)	-0.5	-2.2	?	-11.4	14.6	0.7	0.6	-3.2	-0.9
CC1CCN(S(=O)(=O)c2ccc3[nH]c(=O)ccc3c2)CC1	-2.0	-0.2	3.3	6.9	8.9	-3.0	-0.8	-1.5	-1.4
CC(C)NC(=O)c1onc(CSc2ccc(F)c(F)c2)c1C(=O)NC(C)C	-2.2	-2.5	-10.6	-5.2	-1.7	-0.2	9.9	-2.5	1.9
CC(OC(=O)Cn1[nH]c(=O)c2ccccc2c1=O)C(=O)Nc1ccc(F)cc1 (stereo not given)	0.1	-1.6	?	6.3	-1.7	-0.4	-4.4	-4.3	/
Cc1cc(NC(=O)c2cccc(S(=O)(=O)N3CC(c4ccccc4)CC3=O)c2)no1 (stereo not given)	-3.8	0.3	-6.5	4.6	-1.0	6.1	5.2	-5.1	0.1
CC1CC(=O)Nc2ccccc2N1C(=O)Cn1cnc2ccc(Br)cc2c1=O (stereo not given)	/	0.0	?	6.9	-7.8	/	-3.9	-0.9	-0.6
CCN(C(=S)Nc1cccnc1)c1cccc2ccccc12	-6.5	48.8*	-1.8	4.9	4.8	0.2	0.0	-1.0	/
Cc1c(C)c2c(C)nn(-c3ccccc3)c2[nH]c1=O	-13.6	6.7	-1.5	-6.2	0.9	1.0	0.0	-4.0	-1.6
COc1ccc(CCC(=O)N2CCN(S(=O)(=O)c3ccc(C)cc3)CC2)cc1	-4.1	0.1	-4.8	-3.4	7.4	0.3	-5.7	-1.3	-1.2
COc1ccc(C(=O)N2CCC3(CC2)NCCc2[nH]cnc23)cc1OC	-6.8	0.6	1.8	9.9	3.1	-0.2	-1.2	-5.1	-0.3
O=C(O)c1ccc2c(c1)C(=O)N(c1cc(C(=O)O)ccc1Br)C2=O	1.1	1.3	-4.6	-7.4	0.5	0.1	-2.1	-2.1	-1.7
COc1ccc2c(c1)C(=O)OC2CC(=O)O (stereo not given)	-7.0	0.6	-1.4	-3.5	-7.3	1.7	2.4	-3.5	/
COc1cc(C(=O)N2CCN(Cc3ccc4c(c3)OCO4)CC2)cc(OC)c1OC	-9.4	-1.3	-21.1	-0.3	0.0	1.6	-1.9	0.6	11.0
CCOC(=O)C1=C(C)Nc2ncnn2C1c1ccc(N(C)C)cc1 (stereo not given)	-0.5	-5.1&1.3	0.2&-3.5	2.1&6.5	4.4&4.9	0.5	-2.6&-1.4	-4.0&-0.7	0.2&-2.2
CCOC(=O)C1=NOC2C(=O)N(c3ccc(Cl)cc3Cl)C(=O)C12 (stereo not given)	-2.0	1.4	-8.6	6.1	5.7	-0.1	-1.4	-2.0	/
CCN1CCN(C(=O)c2ccc3c(=O)n(C4CCCC4)c(=S)[nH]c3c2)CC1	9.4	0.1	2.0	5.1	-1.7	-0.5	2.4	-5.4	1.7
C=CCNc1nc2cc(-c3ccc(C(=O)N4CCOCC4)cc3)sc2c(=O)n1C	/	14.1	-4.7	/	21.2	/	-34.5	-0.4	0.2
CCCNC(=O)CCn1c(=S)oc2ccccc21	-0.5	0.1	-6.3	9.4	-7.7	2.0	-2.8	-2.7	/
CC(C)C(NS(=O)(=O)c1ccc2c(c1)oc(=O)n2C)C(=O)N1CCN(C2CCCCC2)CC1 (stereo not given)	-2.8	3.3	9.1	8.5	4.3	-0.2	/	1.0	-2.5
N#Cc1nc(COc2ccccc2F)oc1NCc1ccc(F)cc1	0.8	-2.1	-13.0	-1.4	0.5	-1.0	2.3	-1.4	-0.1
CCOC(=O)c1cnc(SC)nc1N1CCCC1	8.8	-0.8	0.1	4.4	6.5	0.8	-3.2	-2.8	/
Cn1cc(C[C@H](NC(=O)OC(C)(C)C)C(=O)N[C@H](CO)Cc2ccccc2)c2ccccc21	0.3	3.7	-3.6	2.0	9.4	-6.2	3.7	-1.6	0.0
Cc1cc(Cl)ccc1N1C(=O)CC(SCCC(=O)O)C1=O (stereo not given)	2.3	5.3	?	2.4	-4.8	-0.6	1.6	1.3	-3.0
COCCCNc1nc(CC(C)C)nc2c1nnn2Cc1ccccc1	1.7	-0.3	?	-2.4	7.9	1.2	8.6	-0.8	0.9
Cc1coc2c(C)c3oc(=O)c4c(c3cc12)CCCC4	0.3	3.4	4.9	12.4	-6.6	-1.0	-4.5	-2.1	/
Cc1ccc(O)c(C(=O)c2cnc3c(c2)CN(CCC(C)C)C(=O)N3)c1	-26.8	1.9	6.1	-0.8	9.8	0.1	-3.1	-1.3	-2.3
CC(C)(CO)NS(=O)(=O)c1ccc2c(c1)oc(=O)c1cc(S(=O)(=O)NC(C)(C)CO)ccc12	3.6	81.0*	3.0	0.3	9.1	-1.8	4.4	0.5	-3.4
CC(C)Oc1ccc(C2CC(=O)NC3=C2C(=O)CCC3)cc1 (stereo not given)	3.9	-2.6	-10.6	-0.8	0.8	-3.6	4.8	-2.7	0.9
O=C(Nc1cccc(C(=O)Nc2ccc(F)cc2F)c1)c1ccccc1	-0.6	0.1	-8.0	-9.9	0.0	-1.4	-2.9	0.0	-1.7
COc1ccc(C(=O)N2CCCC2(C)C(=O)NCC(C)C)cc1C(F)(F)F (stereo not given)	/	2.0	-4.0	/	0.4	/	2.7	0.8	-1.3
COc1ccccc1/C=C/C(=O)OCC(=O)Nc1c(F)cccc1F	-4.1	12.6	0.4	-3.0	8.3	1.4	5.0	-3.7	/
CCNC(=O)CON=C1c2ccccc2-c2ccccc21	-10.4	6.0	-1.9	-1.4	10.3	-1.6	-13.5	0.4	/
Cc1cc(NC(=O)CSc2ncnc3c2cnn3-c2cccc(Cl)c2)no1	-0.2	2.5	-4.5	-44.2	2.5	-0.9	2.7	-0.4	/
O=C(C1CC1)N1CCc2cc(S(=O)(=O)NCc3ccccc3)ccc21	-4.5	1.5	5.8	1.5	-8.7	0.6	10.2	-3.4	2.5
COc1ccc(Nc2cc3n(c(=O)n2)CCc2cc(OC)c(OC)cc2-3)cc1	-3.0	22.4	1.7	8.4	24.5	0.3	5.8	-0.5	3.1
COc1ccccc1/C=C1\SC(=S)N(CCC(=O)NCCCN2CCOCC2)C1=O	-1.3	2.4	-0.5	-8.1	17.0	0.9	-1.3	-1.4	/
COC(=O)C1=C(C)N(Cc2ccc(C)cc2)C(=O)C1	3.9	1.2	-5.3	5.0	-6.7	0.7	3.4	-4.3	3.1
N#C/C(=N\Nc1ccc([N+](=O)[O-])cc1)C(N)=S	1.6	-31.3	-3.7	-19.2	21.3	-5.2	-56.0	?	/
NS(=O)(=O)c1ccc2nc(NC(=O)c3ccc(Br)o3)sc2c1	-7.3	9.8	0.3	2.5	24.2	-1.5	6.0	-2.6	/
Cc1ccc2c(c1)nnn2C1CCN(S(=O)(=O)c2ccc(C(=O)O)cc2)CC1	-5.5	0.9	1.3	1.8	-5.6	-2.2	4.2	-5.8	/
Cn1nc(C(=O)NNc2c(F)c(F)cc(F)c2F)c2ccccc2c1=O	-3.0	1.8	0.5	13.3	-3.1	3.2	8.2	-0.7	-2.3
Cc1cc(NC(=O)CSc2nc3ccsc3c(=O)n2Cc2ccccn2)n[nH]1	0.1	2.0	0.8	1.9	5.6	0.0	-5.1	-2.1	-1.1
O=C(c1ccccc1)C1CCN(C(=O)C2CCC(=O)N(Cc3ccccc3F)C2)CC1 (stereo not given)	-4.7	4.9	4.9	3.9	1.0	-1.8	3.7	-0.8	3.4
Cc1cccc(C(=O)NC2CCN(S(=O)(=O)c3ccccc3)CC2)c1	-0.9	-1.7	-0.4	4.1	0.0	-0.9	-0.5	-1.4	-1.3
O=C(NC1CC1)C1=C[C@@H](C2CC2)C[C@@H](OCc2ccc(CO)cc2)O1	5.1	4.8	-1.7	4.5	13.4	-0.3	-2.4	-2.0	-4.0
CCNC(=S)N1CCn2c(nc3ccccc32)C1	3.0	0.0	0.0	-0.4	-7.8	3.9	4.9	-5.0	/
Cc1ccc(C)c(-c2csc(N/N=C/c3ccco3)n2)c1	-0.5	-1.9	-2.2	-12.1	14.5	-0.9	5.6	-1.1	/
COc1cc2c(C(=O)NCc3ccc(C)o3)cn(CC(C)C)c(=O)c2cc1OC	1.0	4.2	-13.8	3.9	9.8	-5.2	-1.2	-1.7	-0.5
N#CC1(c2nc3ccccc3[nH]2)CC1c1ccc2c(c1)OCO2 (stereo not given)	1.2	2.4	5.6	0.2	-2.4	0.2	0.9	1.4	-0.2
Cc1cc(C)c2nc(N3CCCC(C(=O)NCCCN4CCOCC4)C3)sc2c1 (stereo not given)	-4.9	0.3	4.8	4.1	-3.4	-3.2	8.7	-3.2	/
COc1cc(OC)c(OC)cc1CN1CCN(C(=O)Cc2ccccc2)CC1	7.9	-0.8	23.2	1.8	5.1	-2.0	0.2	-3.1	0.0
COC(=O)CCc1nc2cc(Cl)ccc2n(Cc2ccccc2)c1=O	3.3	4.2	-5.5	-10.6	0.9	1.2	5.7	-0.3	/
COc1ccc2c(c1)CCc1c(C(=O)NC3CCCCC3)noc1-2	0.3	-0.5	-8.2	7.8	-3.6	-1.2	-2.6	-2.7	-5.6

(cont.)
SMILES	Rv3671c protease	Mtb FBA inh	BoNT F protease	MazEF act	GDH-TPI counter	UGM FP inh	PrPC TRFRET	FadD28 FP inh	Mtb BioA inh
CCCCN(CC)CCCNC(=O)Cn1nc(Cc2ccncc2)c2ccccc2c1=O	2.4	0.4	2.1	5.3	-10.4	/	2.1	-1.9	-0.4
Fc1ccccc1-c1n[nH]c(=S)n1C1CC1	-8.1	0.7	-0.7	/	-8.4	3.7	5.7	-2.3	-1.8
COc1ccc(N2CC(C(=O)N3CCCC(C)C3)CC2=O)cc1 (stereo not given)	6.3	0.7	-5.3	1.1	0.0	-2.5	-2.0	-1.4	1.5
CCOc1cc(S(=O)(=O)NCC2OCCc3ccccc32)c(OCC)cc1-n1cnnn1 (stereo not given)	-5.1	25.0	-11.7	-0.7	-3.4	2.5	0.4	-2.2	5.1

Shown in markdown: part of the list above
| Structure | Rv3671c protease | Mtb FBA inh | BoNT F protease | MazEF act | GDH-TPI counter | UGM FP inh | PrPC TRFRET | FadD28 FP inh | Mtb BioA inh |
| --- | --- | --- | --- | --- | --- | --- | --- | --- | --- |
| Fc1ccccc1-c1n[nH]c(=S)n1C1CC1 | -8.1 | 0.7 | -0.7 | / | -8.4 | 3.7 | 5.7 | -2.3 | -1.8 |
| CCOc1cc(S(=O)(=O)NCC2OCCc3ccccc32)c(OCC)cc1-n1cnnn1 (stereo not given) | -5.1 | 25.0 | -11.7 | -0.7 | -3.4 | 2.5 | 0.4 | -2.2 | 5.1 |

Assay outcomes: PubChem, several laboratories
